High-throughput results: PubChem, ICCB-Longwood Screening Facility, Harvard Medical School
PV pol inh = poliovirus RNA polymerase inhibition; % elongation, % (compound at 16.7 µg/mL); poliovirus polymerase elongation, fluorescence polarization; active compounds read low; hit rate 0.66% among 150,000; in the data active = % elongation below about 90%; note: some results filed as inactive read as strong as hits
Target sequence (P03300 1749-2209 limits assumed): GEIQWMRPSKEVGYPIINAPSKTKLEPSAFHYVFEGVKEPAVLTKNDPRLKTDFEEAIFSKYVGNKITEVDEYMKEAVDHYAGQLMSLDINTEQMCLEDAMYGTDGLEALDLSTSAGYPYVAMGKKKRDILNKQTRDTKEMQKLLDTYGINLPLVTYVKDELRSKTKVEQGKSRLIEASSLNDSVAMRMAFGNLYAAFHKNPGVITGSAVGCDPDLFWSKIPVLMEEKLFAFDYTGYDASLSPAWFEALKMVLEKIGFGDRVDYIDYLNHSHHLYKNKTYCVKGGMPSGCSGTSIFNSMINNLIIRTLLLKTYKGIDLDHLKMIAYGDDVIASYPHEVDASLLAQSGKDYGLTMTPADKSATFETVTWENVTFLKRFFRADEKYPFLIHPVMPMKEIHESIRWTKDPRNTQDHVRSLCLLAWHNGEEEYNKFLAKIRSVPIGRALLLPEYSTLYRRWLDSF
PV pol inh FP z-score = second read-out of PV pol inh, no call of its own (marks repeat the call); z-score; measured here: FP z-score; hits read low
The depositor's hits bear a star; & = joins results of further samples. Not all compounds are listed; the hit share may differ from the screen's.

SMILES	PV pol inh	PV pol inh FP z-score
COc1cc([N+](=O)[O-])ccc1NC(=O)N1CCC2(CC1)Nc1ccccc1-n1cccc12	101.0	-1
CCCCNC(=O)C1CCN(c2nc3ccccc3nc2C(F)(F)F)CC1	98.0	-1.7
COC(=O)CSc1nc(C)nc2scc(-c3cccs3)c12	105.0	0.3
CCCOc1ccc(NC(=O)CC2C(=O)N(c3ccc(C)cc3)C(=O)N2CCc2ccncc2)cc1 (centres undefined)	106.0	-0.3
CC(C)NCC(=O)Nc1ccc(-c2ccccc2)cc1	104.0	0.3
CC(NCC1COc2ccccc2O1)C(=O)Nc1ccc(S(N)(=O)=O)cc1 (centres undefined)	114.0	1.4
O=C1C(=Nc2ccc(Cl)cc2)c2ccccc2N1CN1CCc2ccccc2C1	107.0	0.3
O=C(N/N=C/c1ccc(N2CCOCC2)cc1)c1ccc(O)cc1	107.0	0.6
CC(C)C(NC(=O)c1ccccc1Cl)C(=O)NC1CCCCCC1 (centres undefined)	104.0	0.7
CC(C)(C)c1ccc(NC(=O)C2CCCN(c3cnccn3)C2)cc1 (centres undefined)	106.0	-0.2
O=C(NCC1COc2ccccc2O1)C1COc2ccccc2O1 (centres undefined)	97.0	-0.3
O=C1CSC(=Nc2cccc(C(F)(F)F)c2)N1	102.0	0.6
NNc1nncc2ccccc12	99.0&99.0	-0.3&-0.4
O=C(O)CCc1ccc(-c2ccccc2F)o1	102.0	-0.1
Cc1cc(C)nc(NNC(=O)c2ccccc2)n1	100.0	-0.7
O=C(CC(c1ccccc1)c1ccccc1)NCc1nc(-c2ccccc2)no1	104.0	0.4
O=C(O)C1CCCN(C(=O)c2ccc(F)cc2)C1 (centres undefined)	101.0	-0.3
O=C(COC(=O)c1ccc2ccccc2n1)c1ccc2[nH]c(=O)[nH]c2c1	102.0	0.1
Cc1ccc2c(=O)cc(-c3cccc(F)c3)oc2c1	101.0	-0.3
CCN1CCN(c2nc(-c3ccc(C(C)(C)C)cc3)nc3ccccc23)CC1	98.0	-0.4
CC(C)(C)NC(=O)Cc1csc2nc(-c3ccccc3)cn12	102.0	0.8
COc1cc(/C=C\C(=O)NCCc2cc3ccc(C)cc3[nH]c2=O)cc(OC)c1OC	100.0	-0.4
COC(=O)[C@@H]1CCN[C@@H]1c1c(Cl)cccc1Cl	103.0	0.5
CC(CCc1ccccc1)NC(=O)c1ccco1 (centres undefined)	101.0	-0.1
CCc1nc2sc3c(NCCc4ccccc4)ncnc3c2c2c1CCCC2	102.0	0.1
Cc1nc(-c2ccccc2)sc1-c1ccc(SCC(=O)NCc2ccc(F)cc2)nn1	107.0	0.2
CC1c2nc3ccccc3n2C(CC(=O)NCc2ccc(Cl)cc2)C(=O)N1Cc1ccccc1 (centres undefined)	99.0	-1.3
O=C(O)CNC(=O)C12CC3CC(CC(C3)C1)C2	100.0	-0.5
CC(NC(=O)CSc1nnc(COc2ccccc2)o1)c1ccccc1 (centres undefined)	101.0	-0.3
CSc1ccc(S(=O)(=O)Nc2ccc3c(c2)NC(=O)CC3)cc1	99.0	-1.1
CCCCN(C(C)=O)c1c(N)n(CCC)c(=O)[nH]c1=O	105.0	0.3
O=C(OCC(=O)N1CCCC1)c1ccc(Cl)nc1	100.0	-0.4
O=C(NCc1ccccc1Cl)c1ccc2c(c1)ncn2-c1cccc(F)c1	105.0	0.1
Cc1cc(C)c(S(=O)(=O)Nc2nnc(C(F)(F)F)s2)c(C)c1	101.0	-0.1
CCN(C(=O)c1ccc(Cl)cc1Cl)c1nnc(-c2ccncc2)s1	107.0	0.6
CCN(C(=O)CCc1c(C)[nH]c(=O)c(C#N)c1C)c1nc2c(C)cccc2s1	106.0	0.4
CCCCNC(=O)C1CCC(CNS(=O)(=O)c2ccc(NC(C)=O)cc2)CC1 (centres undefined)	105.0	-0.1
COc1ccc(NC(=O)Cn2c(=O)n(-c3ccccc3)c(=O)c3c4c(sc32)CCCC4)c(OC)c1	108.0	0.8
CC(=O)N1CCN(c2csc3ccc(Br)cc3c2=O)CC1	112.0	1.4
CCN(CC)C(=O)Cn1c(=O)n(-c2ccc(F)cc2)c(=O)c2oc3ccccc3c21	105.0	0.9
CCN(C(=O)Cn1c(=O)n(Cc2ccccc2)c(=O)c2c1c1cc(OC)ccc1n2C)c1ccccc1	112.0	1
O=C(N/N=C/Cc1ccccc1)c1ccccc1O	99.0	-0.3
CCCc1nc2ccccc2n1CC(=O)N1CCc2ccccc21	100.0	-0.5
O=c1c2c(-c3ccccc3)ccnc2[nH]n1-c1ccccc1	105.0&107.0	0.1&2.4
C1=Cc2ccccc2Nc2ccccc21	103.0	0.3
Cn1c(Sc2nnnn2-c2ccccc2)nnc1C(F)(F)F	101.0	-0.1
O=C(CCc1nc2ccccc2c(=O)[nH]1)OCc1ccccc1	102.0	0
O=C(/C=C/c1cn(-c2ccccc2)nc1-c1ccc(F)cc1)NCc1ccccn1	98.0	-1.3
O=C(O)C12CC3CC(C1)CC(n1ncc(NCc4ccc(F)cc4)c(Cl)c1=O)(C3)C2	103.0	0.5
O=c1[nH]c(=O)n(C2C[C@@H](O)[C@@H](CO)O2)cc1F (some centres undefined)	99.0	0
COc1ccc(CN2CCN(C(=O)c3c(C)nn(Cc4ccccc4)c3C)CC2)cc1F	99.0	-0.1
CN1C(=O)N(C)C(=O)C(CCc2ccncc2)(C2(C#N)CCCCC2)C1=O	104.0	0.2
CCC(=O)N=c1sc2cc(Br)ccc2n1CCOC	105.0	1
Cc1ccc(CCNC(=O)c2ccc(CSc3nc4ccncc4n3Cc3ccc(F)cc3)cc2)cc1	114.0	0.9
CC(=O)Nc1ccc2c(CSc3nnc(-c4cccs4)n3CC3CCCO3)cc(=O)oc2c1 (centres undefined)	100.0	-0.6
CCCCC(=O)c1ccc(O)cc1	101.0	-0.4
CNCC(C)c1ccccc1 (centres undefined)	98.0	-0.9
CC(C)CCOc1ccc(C(=O)C(CN2CCOCC2)c2ccccc2)cc1 (centres undefined)	103.0	0.2
CN(C)c1ccc(/C=C2\CCC(=C3SCCCS3)C2=O)cc1	44.0	-6
C#C[C@]1(O)CC[C@H]2[C@@H]3CCC4=C(CCC(=O)C4)[C@H]3CC[C@@]21C	100.0	0.1
The list continues.
SMILES	PV pol inh	PV pol inh FP z-score
Fc1cc(Br)ccc1N=Cc1ccccn1	101.0	-0.2
COc1ccc(C2Nc3ccccc3-c3nnc(SC)nc3O2)cc1C (centres undefined)	100.0	-1.3
CCCCn1c(=O)nc2n(-c3ccc(F)cc3)c3ccccc3cc-2c1=O	107.0	0.7
CC1(C)Cc2c(ccc3ccccc23)C(Sc2ccc(N)cc2)=N1	114.0	1
O=c1cc(CSCc2ccccc2)nc2sccn12	98.0	-1.7
CN(C)c1ccnc(NCc2ccccc2)c1C#N	101.0	0.2
Cc1c(N)cc(C(F)(F)F)cc1C(F)(F)F	101.0	-0.3
O=C(N/N=C1\CCc2ccccc21)c1ccc(O)cc1	106.0	0.4
CCCNc1ncnc2c1c(-c1ccccc1)cn2-c1ccccc1	109.0	0.4
Cc1ccc(NC(=O)COc2nc3nncn3nc2C)cc1	100.0	-0.2
CCC(=O)n1nc(-c2ccco2)nc1SCc1ccccc1	101.0	0.2
CSc1ncc(/C=C2/C(=O)NC(=O)N(C3CCCCC3)C2=O)cn1	100.0	-0.1
COc1ccc(-n2ncc(C(=O)Nc3ccc4c(c3)OCCO4)c2C2CCN(C(=O)OC(C)(C)C)CC2)cc1	101.0	-0.9
CC1C/C(=N\NC(=O)C2COc3ccccc3O2)CC(C)(C)C1 (centres undefined)	103.0	0.1
Cc1cc2c(cc1S(=O)(=O)N(CCN(C)C)Cc1ccccc1)OCC(=O)N2	108.0	0.3
CCOC(=O)C1CCN(C2c3ccccc3-c3ccccc32)CC1	107.0	0.7
CC(C)(C)c1nnc(Nc2ccc3c(c2)OCO3)n(N)c1=O	94.0	-1.2
Cc1cccc(-c2nn3c(=O)cc(CN4CCN(S(=O)(=O)c5ccc(Cl)cc5)CC4)nc3s2)c1	105.0	-0.6
Cc1nnc(Nc2ccc(S(N)(=O)=O)cc2)c2ccccc12	100.0	0
CCc1ccc(S(=O)(=O)c2cn(CC(=O)Nc3ccc(C)cc3)c3ccccc3c2=O)cc1	112.0	1.2
COC(=O)C1=CN(c2ccc(F)cc2)C=C(C(=O)OC)C1c1ccc(OC)c(O)c1	100.0	-0.3
CC(=O)NCc1nc(-c2ccccc2)no1	101.0	-0.7
COc1ccc(CNc2nc(-c3cccnc3)nn2C(=O)C2CC2)cc1OC	103.0	0.2
Cc1cc(C)c2c(NC(=O)c3ccccc3Cl)c(C(=O)Nc3ccc(C)c(C)c3)sc2n1	100.0	-0.6
Cc1ccc2cc(CCNC(=O)C3CCCCC3)c(=O)[nH]c2c1	101.0	0.3
NC(=O)C1CCCN(CC(=O)N(Cc2cccs2)c2ccc3c(c2)OCCO3)C1 (centres undefined)	105.0	0.4
O=c1c2ccccc2nnn1CSc1ccc(F)cc1	101.0	0.4
c1ccc(CN2CCN(c3ccccc3)CC2)cc1	98.0	-0.1
O=C(NCSc1nc2ccccc2s1)C(F)(F)F	102.0	0
Cc1ccc(C(C)C)c(OCC(=O)NCCC23CC4CC(CC(C4)C2)C3)c1	103.0	0.4

5 compounds picked at random from those above, as already listed:
SMILES	PV pol inh	PV pol inh FP z-score
COc1cc([N+](=O)[O-])ccc1NC(=O)N1CCC2(CC1)Nc1ccccc1-n1cccc12	101.0	-1
COC(=O)CSc1nc(C)nc2scc(-c3cccs3)c12	105.0	0.3
CCN(CC)C(=O)Cn1c(=O)n(-c2ccc(F)cc2)c(=O)c2oc3ccccc3c21	105.0	0.9
CC(C)(C)c1ccc(NC(=O)C2CCCN(c3cnccn3)C2)cc1 (centres undefined)	106.0	-0.2
Cn1c(Sc2nnnn2-c2ccccc2)nnc1C(F)(F)F	101.0	-0.1

The listing continues.
SMILES	PV pol inh	PV pol inh FP z-score
CC(=O)c1cc(-c2ccccc2)n(CCC(=O)Nc2nc3c(C)cccc3s2)c1C	103.0	-0.2
COc1cc(N)c(Cl)cc1C(=O)O	96.0	-0.8
Nc1nc(COC(=O)c2ccc(S(=O)(=O)C(F)F)cc2)nc(Nc2ccccc2)n1	105.0	0.3
CCCCSCCCNC(=O)C1CCN(Cc2nc(-c3cccc(Br)c3)oc2C)CC1	109.0	0.5
CCOc1cc2c(cc1OCC)C(CC(=O)O)N(C(=O)Nc1ccc(Br)c(C)c1)CC2 (centres undefined)	94.0	-2.1
CC(C)S(=O)(=O)c1csc(C(=O)OCC(=O)c2ccc(Cl)cc2)c1N	106.0	0.3
Cc1cc(C)c(NC(=O)CSc2ccc(-c3sc(-c4ccccc4)nc3C)nn2)c(C)c1	106.0	0
Cc1nnc(NCCCN2CCOCC2)c2ccccc12	100.0	-0.1
CCn1cc(C(=O)OCC(=O)Nc2cccc(C(C)=O)c2)c(=O)c2ccc(C)nc21	103.0	-0.7
O=c1[nH]c(C2CCCN(S(=O)(=O)c3ccccc3Cl)C2)nc2c1nnn2Cc1ccc(OC(F)(F)F)cc1 (centres undefined)	104.0	-0.6
CCOC(=O)c1c(S(=O)(=O)NCC(=O)Nc2cccc(CC)c2)c(C)n(C)c1C	104.0	-0.4
Cc1ccc2nc(NCCCNC(=O)c3cnccn3)c(C#N)cc2c1	105.0	0.5
CCOc1ccc(S(=O)(=O)N2CCN(C3CC(=O)N(Cc4ccccc4)C3=O)CC2)cc1 (centres undefined)	103.0	0.3
Cc1ccc(N2CCC(=O)N2)cc1	97.0	-0.9
CCc1ccc(NC(=O)CN2C(=O)CCSc3ccc(S(=O)(=O)N4CCCC4)cc32)cc1	109.0	0.5
Cc1ccccc1-c1nnc(CN2CCN(c3cc(Cl)ccc3C)CC2)o1	102.0	-0.7
CN1CCCN=C1/C=C/c1cccs1	98.0&102.0	-0.5&0.7
O=C(c1cccn1-c1nnc(N2CCCCC2)s1)N1CCCC1	100.0	-0.4
CC(C)(C)c1ccc(C(=O)NCC(c2cccs2)S(=O)(=O)c2ccc(F)cc2)cc1 (centres undefined)	104.0	-0.7
O=C(CSc1nc2ccccc2c(=O)n1-c1cccc(S(=O)(=O)N2CCCC2)c1)c1ccc(O)cc1O	95.0	-0.7
Cn1c(-c2cccs2)c(CNCc2ccccc2)c2ccccc21	103.0	0.3
CCOc1ccc(S(=O)(=O)N/N=C(\C)C2CCCCC2)cc1	101.0	0.1
CCOc1ccccc1N1CC(C(=O)O)CC1=O (centres undefined)	101.0	0
O=C(CSc1nnc(Cn2nnc3ccccc32)o1)N1c2ccccc2CCc2ccccc21	105.0	1.2
Cc1nc(SCc2ccccc2)n[nH]1	101.0	0.4
CCOC(=O)c1sc(NC(=S)NCc2cc(C)n(C)n2)c(C(=O)OCC)c1C	102.0	0.8
COc1ccc(-c2cc(C(=O)O)c3c(C)[nH]nc3n2)cc1	101.0	-0.1
CCOC(=O)N1CCc2c(sc(NCc3sccc3C)c2C(=O)Nc2ccc(OC)cc2OC)C1	104.0	0.1
COc1cc2nc(SCC(=O)Nc3c(C)cc(C)cc3C)n3nc(CCn4c(C)nc5ccccc54)nc3c2cc1OC	103.0	-1.3
COc1ccc(C(=O)N(Cc2ccccc2)c2ccccn2)cc1	103.0	0.3

Some of the entries so far, with values under each structure.
Every second line gives: PV pol inh	PV pol inh FP z-score
> CCOC(=O)N1CCc2c(sc(NCc3sccc3C)c2C(=O)Nc2ccc(OC)cc2OC)C1
    104.0	0.1
> CCOc1ccccc1N1CC(C(=O)O)CC1=O (centres undefined)
    101.0	0
> COc1ccc(-c2cc(C(=O)O)c3c(C)[nH]nc3n2)cc1
    101.0	-0.1
> CC(C)(C)c1ccc(C(=O)NCC(c2cccs2)S(=O)(=O)c2ccc(F)cc2)cc1 (centres undefined)
    104.0	-0.7
> O=C(CSc1nnc(Cn2nnc3ccccc32)o1)N1c2ccccc2CCc2ccccc21
    105.0	1.2

The list continues:
SMILES	PV pol inh	PV pol inh FP z-score
Cc1ccc2cc3cc(C(=O)NCCC4=CCCCC4)oc3nc2c1	103.0	0.4
NS(=O)(=O)c1cc(C(=O)O)cs1	101.0	-0.3
CC1CCc2onc(C(=O)NC3=NN(c4ccccc4)CC3)c2C1 (centres undefined)	104.0	0.3
COc1cc(C(=O)Oc2c(Sc3ccc(C)cc3)c(C)nn2-c2ccccc2)cc(OC)c1OC	91.0	-4.3
